High-throughput results: PubChem, National Center for Advancing Translational Sciences (NCATS)
EPAC2 antag = qHTS for Antagonist of cAMP-regulated guanine nucleotide exchange factor 2 (EPAC2): primary screen; Rap guanine nucleotide exchange factor 4 (Homo sapiens), Q8WZA2; EPAC2 GEF exchange of Rap1B-BODIPY-GDP, fluorescence; Potency, µM (titrated, usually from 114 µM), without a hit: top-dose activity, negative = inhibition, hits mostly inhibitors; actives 0.18% (n = 360,000); AID 720708, 2013; note: potency is the fitted concentration of half-maximal effect; % is set by controls: 0 for no effect and ±100 for the full control effect; nearly all actives have a fitted effect of over 45% in size; many of its hits are not listed in these tables
Target sequence (Q8WZA2 whole entry, looked up): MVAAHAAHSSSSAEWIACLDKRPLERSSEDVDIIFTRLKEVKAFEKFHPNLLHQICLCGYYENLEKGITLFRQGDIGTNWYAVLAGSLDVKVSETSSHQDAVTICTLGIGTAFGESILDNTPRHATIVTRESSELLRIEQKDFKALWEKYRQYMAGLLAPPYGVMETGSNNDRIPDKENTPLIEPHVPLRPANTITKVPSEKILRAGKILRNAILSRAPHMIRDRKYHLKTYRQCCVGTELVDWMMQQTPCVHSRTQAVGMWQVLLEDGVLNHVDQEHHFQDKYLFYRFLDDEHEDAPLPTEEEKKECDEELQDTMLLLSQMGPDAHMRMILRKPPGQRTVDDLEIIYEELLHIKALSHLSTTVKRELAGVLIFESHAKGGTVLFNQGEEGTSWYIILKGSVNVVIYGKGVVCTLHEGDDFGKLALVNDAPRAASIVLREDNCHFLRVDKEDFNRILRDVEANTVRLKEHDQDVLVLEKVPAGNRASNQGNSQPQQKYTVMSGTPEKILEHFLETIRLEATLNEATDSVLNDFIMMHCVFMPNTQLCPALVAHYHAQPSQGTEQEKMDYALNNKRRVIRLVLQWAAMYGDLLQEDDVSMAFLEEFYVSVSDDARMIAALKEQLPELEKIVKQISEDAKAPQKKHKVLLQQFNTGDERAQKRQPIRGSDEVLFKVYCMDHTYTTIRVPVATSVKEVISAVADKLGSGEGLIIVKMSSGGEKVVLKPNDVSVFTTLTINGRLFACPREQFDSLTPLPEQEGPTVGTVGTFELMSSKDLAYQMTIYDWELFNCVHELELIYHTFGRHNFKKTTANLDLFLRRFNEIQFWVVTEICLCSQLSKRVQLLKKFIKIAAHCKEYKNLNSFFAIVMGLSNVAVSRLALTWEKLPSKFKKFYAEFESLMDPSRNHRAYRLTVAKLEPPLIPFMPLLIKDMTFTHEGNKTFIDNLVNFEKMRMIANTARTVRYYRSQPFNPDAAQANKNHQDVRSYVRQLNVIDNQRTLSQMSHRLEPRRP
CCT modulator = High-Throughput Screening for Modulators of Cytosolic Chaperonin Activity | purified chaperonin ATPase assay, HTRF ADP detection, 30 min | activity change, % (no concentration beside the values), hits read low | actives 0.3% (n = 360,000); in the data active = activity change below about -30%; note: % is set by controls: 0 for no effect and ±100 for the full control effect
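First, chaperonin was dispensed at 40 nM or 20 nM final depending on batch activity. Next, compounds were pinned at 76 uM and ATP added at 10 uM. After 30 min at 37 °C, ADP detection reagents ran 30 min at ambient temperature.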
Nrf2 ARE act = qHTS of Nrf2 Activators; actives 0.31% (n = 410,000); Potency, µM (doses to about 46.1 µM), without a hit: at the highest dose activation, usual class: activators; AREc32 ARE-luciferase reporter (MCF7-derived line), luminescence, 24 h; note: potency is the fitted concentration of half-maximal effect; % of control where 0% means no effect; nearly all actives have a fitted effect of over 65% in size
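Each well held 1000 AREc32 cells, which were incubated with compound for 24 hr at 37 deg C after overnight attachment, and ARE reporter activity was quantified by firefly luciferase luminescence.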
A549 tox = Nrf2 qHTS screen for inhibitors: counterscreen for cytotoxicity. A549 ARE-Fluc cells, CellTiter-Fluor viability, 18-24 h. Potency, µM (titrated, usually from 46 µM), for the others: at the top dose activity change, negative = cytotoxicity, usual class: inhibitors. actives 0.16% (n = 390,000); note: potency is the fitted concentration of half-maximal effect; % is set by controls: 0 for no effect and ±100 for the full control effect
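Cytotoxicity counterscreen: CellTiter-Fluor fluorescence was measured in A549 ARE_Fluc cells after 18-24 h of compound exposure in a concentration series. The subsequent BugLite luminescent read reports ARE-luciferase activity.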
EPAC2 ag = qHTS for Agonist of cAMP-regulated guanine nucleotide exchange factor 4 (EPAC2): primary screen. Rap guanine nucleotide exchange factor 4 (Homo sapiens), Q8WZA2. actives 0.079% (n = 360,000). Potency, µM (series often up to 154 µM), without a hit: top-dose activation, hits mostly activators. EPAC2 activation, biochemical qHTS; response scale: 100% = 6.5 mM cAMP response; note: potency is the fitted concentration of half-maximal effect; nearly all actives have a fitted effect of over 50% in size
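Exchange assay: 100 nM EPAC2 with 250 nM Rap1B-BODIPY-GDP and 50 uM GDP. Fluorescence (ex 480/em 540 nm) read every 5 min for 30 min at room temperature. Data normalized to 6.5 mM cAMP as agonist control.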
Akt phos inh = HTS Assay for Inhibitors of Akt Phophorylation: Primary Screen. actives 0.32% (n = 360,000). AID 651550, 2012. Neuro2A IGF-stimulated pAkt S473 HTRF, 20 min; active compounds read low. activity change, % for hits at 50 µM; in the data active = activity change below about -80%; inconclusive = mostly about -51% to -80%; note: % is set by controls: 0 for no effect and ±100 for the full control effect
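Neuro2A cells in DMEM with 0.5% FBS, overnight at 37 deg C, given compound at single 50 µM final, then IGF (6 nM final) for 20 min at 37 deg C. Lysed; phospho-Akt Ser473 by HTRF after 24 h, 665/615 ratio.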
Nrf2 inh = Nrf2 qHTS screen for inhibitors. A549 ARE-Fluc reporter, luciferase luminescence, 18-24 h. actives 2.1% (n = 360,000). Potency, µM (top dose mostly 46 µM), without a hit: at the highest dose activity change, negative = inhibition, actives largely listed as inhibitors; note: potency is the fitted concentration of half-maximal effect; % is set by controls: 0 for no effect and ±100 for the full control effect; nearly all actives have a fitted effect of over 60% in size
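In this cell-based qHTS, ARE-driven firefly luciferase in A549 cells reports Nrf2 activity; the luminescent signal after BugLite lysis is the measured value, with a prior CellTiter-Fluor read for cell health.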
TGFb SMAD3 inh = qHTS for Inhibitors of TGF-b; actives 1.2% (n = 410,000); HepG2 CAGA-GFP TGF-b/SMAD3 reporter, GFP fluorescence, 18 h; TGF-beta stimulated, 500 pg/mL final; Potency, µM (doses to about 46.1 µM), for the others: at the highest dose activity, negative = inhibition, hits mostly inhibitors; AID 588855, 2011; note: potency is the fitted concentration of half-maximal effect; % is set by controls: 0 for no effect and ±100 for the full control effect; nearly all actives have a fitted effect of over 65% in size
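Inhibition was scored as loss of TGF-beta-induced (500 pg/mL final, 18 hours, 37 degrees C) GFP in HEPG2 cells carrying a CAGA-GFP reporter, in DMEM with 1% FBS. Well GFP was summed per cell; Activity was normalised to unstimulated and stimulated DMSO wells, then concentration-response fitting.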
Mm-Cpn inhibitor = Inhibitors of TCP-1 ring complex (TRiC) of Methanococcus maripaludis (MmCpn): qHTS; Chaperonin Mm-Cpn (Methanococcus maripaludis); purified Mm-Cpn ATPase, ADP Transcreener TR-FRET; Potency, µM (series often up to 76.9 µM), for inactives: at the top dose activity, negative = inhibition, most hits filed as inhibitors; actives 0.031% (n = 330,000); AID 504842, 2011; note: potency is the fitted concentration of half-maximal effect; % is set by controls: 0 for no effect and ±100 for the full control effect; nearly all actives have a fitted effect of over 80% in size
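25 nM Mm-CPN + cpd, 10 min 37°C; + 10 uM ATP, 30 min 37°C; buffer 30 mM Tris pH 7.4, 100 mM KCl, 5 mM MgCl2, 1 mM DTT; Transcreener ADP HTRF detection 30 min RT.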
* = called active by the depositor; i = inactive; ? = inconclusive; . = no result given; [ ] = remark or other dose. Unless noted, calls come from the whole dose curve; as a rule, active = well fitted curve in the direction sought with a large enough effect; inconclusive = small, poorly fitted or top-dose-only effect, or another doubt; inactive = no such curve, though single readings can be large; an effect the other way counts as inactive or inconclusive.

Below each compound: EPAC2 antag	CCT modulator	Nrf2 ARE act	A549 tox	EPAC2 ag	Akt phos inh	Nrf2 inh	TGFb SMAD3 inh	Mm-Cpn inhibitor
COc1ccc(CC(CN)c2ccccc2)cc1 (configuration not stated)
 : -2.0%	0.6	3.6%	-5.9%	2.0%	i	4.3%	-0.6%	1.2%
CCCn1c(Oc2ccccc2)nc2c1c(=O)n(C)c(=O)n2C
 : ?	-2.6	2.4%	2.3%	0.5%	i	-8.8%	-10.3%	2.0%
Cc1ccc2c(CC(=O)OCn3nnc4ccccc4c3=O)coc2c1
 : 1.0%	4.0	0.2%	5.8%	0.9%	i	23.5%	-6.5%	-1.5%
Cc1cccc2c(N=Nc3ccccc3)c(O)[nH]c12
 : -8.1%	1.0	-0.5%	-3.1%	-61.0%[inhibitor]	i	?	35.9%[activator]	-0.3%
O=C(c1ccc2c(c1)OCO2)C1CCCN(Cc2ccccc2OC(F)F)C1 (configuration not stated)
 : -11.5%	2.0	-0.6%	5.0%	12.6%	i	-9.7%	-20.5%	0.4%
Cn1cnc(C(=O)NCc2ccc(CNC(=O)OC(C)(C)C)cc2)c1C(=O)NCc1ccc(CNC(=O)OC(C)(C)C)cc1
 : 8.5%	0.6	0.3%	0.8%	-12.8%	i	18.4µM*	?	1.4%
Cc1cccc([C@@H]2[C@@H]3C(=O)N(C)C(=O)[C@@H]3[C@@H]3C(=O)Nc4ccccc4C(=O)N23)c1
 : 19.7%	-3.1	-0.2%	13.2%	-0.8%	i	-4.1%	0.6%	0.4%
Cc1ccc2c(=O)c(C(=O)c3ccc(F)cc3)cn(CC(=O)Nc3ccc4c(c3)OCCO4)c2n1
 : .	.	-0.7%	2.8%	.	.	-3.6%	-6.6%	.
OC[C@@H]1CN(CCc2ccccc2)C[C@H](n2cnc3c(N4CCOCC4)ncnc32)O1
 : 1.9%	2.2	1.5%	.	-2.4%	i	.	-5.2%	.
Cc1ccc(NC2=Nc3ccccc3CC2)cc1
 : 1.7%	-2.8	-1.8%	-2.2%	3.6%	i	?	-0.7%	0.4%
O=C(Cc1ccc(Cl)cc1)N1CCC2(CC1)NCCc1[nH]cnc12
 : 2.8%	-3.1	0.1%	?	15.2%	i	-31.3%	-2.4%	2.5%
COc1ccc(CN(C(=O)CNC(=O)c2ccco2)C(C(=O)NC2CCCC2)c2ccco2)cc1 (configuration not stated)
 : 15.7%	1.7	-0.3%	10.3%	6.5%	i	17.7%	1.5%	-0.1%
COc1ccccc1N(CC(=O)Nc1cccc(C(F)(F)F)c1)S(C)(=O)=O
 : -11.0%	0.6	0.2%	1.0%	-1.5%	i	-4.0%	-1.9%	0.3%
O=C(CSCc1cnn(-c2ccccc2)c1-n1cccc1)N1CCN(Cc2ccccc2)CC1
 : -5.6%	1.2	1.9%	-0.9%	18.3%	i	?	-27.3%	1.0%
Cc1cc(C)c(S(=O)(=O)Nc2cc(SCC(=O)O)c(O)c3ccccc23)cc1C
 : -5.3%	-1.2	22.5%	2.5%	-2.7%	i	5.4%	?	-1.9%
COc1ccc(C2C(C(=O)c3sc(C)nc3C)=C(O)C(=O)N2CCN2CCOCC2)cc1 (configuration not stated)
 : 15.0%	-0.2	1.0%	2.6%	13.2%	i	.	-6.3%	2.6%
Cc1cc([N+](=O)[O-])ccc1P(=O)(O)c1ccc([N+](=O)[O-])cc1C
 : 5.1%	-1.2	2.7%	-2.1%	15.5%	i	11.7%	-2.8%	.
Cc1cc(C)c(S(=O)(=O)N2CCCCC2CCNC(=O)C(=O)NCCN2CCOCC2)c(C)c1 (configuration not stated)
 : 12.7%	-3.1	0.0%	-3.1%	-14.0%	i	-10.3%	-3.4%	2.6%
C=CCSc1nc2c(sc3nc(C)cc(C)c32)c(=O)[nH]1
 : -0.4%	-4.1	-0.7%	-9.5%	-0.1%	i	-35.1%	-2.5%	1.4%
Cc1cc2c(cn1)C(CCC#N)(CCC#N)c1ccccc1-2
 : 0.3%	-1.2	0.4%	-0.3%	12.2%	i	0.1%	0.4%	-1.4%
Cc1cc(NC(=O)c2ccc(C(C)(C)C)cc2)no1
 : 1.1%	2.5	-0.6%	-5.2%	-1.7%	i	?	0.5%	.
COC(=O)c1ccc(C(=O)OC)c(NC(=O)COC(=O)c2ccccc2OC)c1
 : 14.5%	0.8	-0.3%	-0.5%	0.5%	i	1.9%	24.0%	0.3%
Cc1ccc(C2c3c(-c4ccccc4O)n[nH]c3C(=O)N2CCc2ccccc2)cc1 (configuration not stated)
 : .	.	-4.3%	?	.	.	?	11.2µM*	.
CN(Cc1ccccc1)S(=O)(=O)c1ccc2[nH]c3c(c2c1)CCCCC3
 : .	.	3.3%	2.2%	.	.	16.4µM*	?	.
COCCOC(=O)C(C#N)c1nc2ccccc2nc1N1CCN(Cc2ccccc2)CC1 (configuration not stated)
 : ?	1.2	0.0%	-7.4%	9.9%	i	-13.3%	?	0.1%
O=C1CSC2(C(=O)N(Cc3cccc(F)c3)c3ccccc32)N1c1cccc(C(F)(F)F)c1 (configuration not stated)
 : .	.	0.1%	-13.7%	.	.	23.1µM*	?	.
CCCCN(CC)Cc1ccc(CNC(=S)Nc2ccccc2F)o1
 : 3.6%	-1.0	0.3%	-5.3%	15.2%	i	-2.9%	4.4%	0.4%
COc1ccccc1N1C(=O)CC(c2ccccc2)CC1=O
 : -21.0%	-1.5	-1.5%	4.0%	8.5%	i	-13.7%	-4.8%	0.9%
CN(C)CCCNC(=S)N1CCC(C(=O)c2ccc(Cl)cc2)CC1
 : -3.8%	0.1	-1.0%	.	3.0%	i	.	3.3%	.
COC(=O)C1=C(C)Nc2c(c(=O)n(C)c(=O)n2C)C1c1ccc(C)cc1 (configuration not stated)
 : -9.4%	-3.3	5.5%	0.8%	4.4%	i	-17.5%	11.8%	2.0%

Next part; it opens with the 2 that closed the last part.
Below each compound: EPAC2 antag	CCT modulator	Nrf2 ARE act	A549 tox	EPAC2 ag	Akt phos inh	Nrf2 inh	TGFb SMAD3 inh	Mm-Cpn inhibitor
CN(C)CCCNC(=S)N1CCC(C(=O)c2ccc(Cl)cc2)CC1
 : -3.8%	0.1	-1.0%	.	3.0%	i	.	3.3%	.
COC(=O)C1=C(C)Nc2c(c(=O)n(C)c(=O)n2C)C1c1ccc(C)cc1 (configuration not stated)
 : -9.4%	-3.3	5.5%	0.8%	4.4%	i	-17.5%	11.8%	2.0%
CC1CN(C(=O)c2cc(F)c(F)cc2Cl)CC(C)O1 (configuration not stated)
 : 8.5%	-1.9	-0.4%	4.0%	-4.8%	?	-5.9%	-5.0%	.
COc1ccc(Cc2c[nH]c(=O)[nH]c2=O)cc1
 : 12.4%	0.7	0.1%	2.9%	-6.9%	i	12.4%	-5.0%	-1.3%
NCCCC[C@@H]1NC(=O)c2cc([N+](=O)[O-])cc(I)c2SC[C@@H](C(N)=O)NC(=O)[C@H](CCC(N)=O)NC1=O
 : 14.5%	0.2	0.0%	0.6%	1.2%	i	-11.0%	-3.6%	-3.2%
COC(=O)C1=NNC2(C)C(=O)N(c3ccc(C)cc3)C(=O)C12 (configuration not stated)
 : -3.5%	1.5	-0.3%	15.9%	3.8%	i	11.1%	0.0%	0.4%
COCCN(CCOC)c1nc(S(=O)(=O)c2ccc(C)cc2)c(Cl)s1
 : 3.2%	-1.9	-0.8%	-4.9%	-2.0%	i	?	-8.9%	-1.1%
CN(CC(=O)Nc1cc(Cl)cc(Cl)c1)Cc1cccs1
 : -8.8%	2.1	-0.5%	0.3%	18.8%	i	-0.3%	2.7%	0.8%
CC1CN(C(=O)COC(=O)c2cccc(NS(=O)(=O)c3ccccc3)c2)CC(C)O1 (configuration not stated)
 : 5.9%	-1.6	0.3%	0.5%	8.5%	i	-17.3%	-0.9%	2.6%
CCCCCOc1ccc(NC(=O)C(=O)NCCC2=CCCCC2)cc1
 : 7.8%[57.1 µM]	0.8	-0.5%	-2.2%	0.0%	i	1.5%	6.9%	-1.4%
CN1CCN(c2nc(-c3cc4ccccc4o3)cs2)CC1
 : 10.1%	-1.1	0.2%	-0.2%	0.6%	i	8.8%	-2.5%	-0.6%
O=C(c1ccc(Cl)c(S(=O)(=O)N2CCOCC2)c1)N(Cc1nnc(-c2ccccc2Cl)o1)C1CC1
 : 3.5%	-0.2	3.5%	-14.9%	6.1%	i	-15.6%	-25.4%	-1.7%
O=C(NCCc1ccccc1)c1nn(-c2ccccc2Cl)nc1CO
 : .	.	0.7%	5.1%	.	.	-22.4%	0.0%	.
CCCCN(C)C(=O)c1cn(C)c2ccc(S(=O)(=O)N(C)C)cc2c1=O
 : -9.8%	0.4	-0.6%	15.8%	7.5%	i	6.8%	8.0%	-0.9%
COc1c2c(nc3ccccc13)OC(C(C)(O)CO)C2 (configuration not stated)
 : 10.7%	3.1	-0.7%	-8.6%	5.8%	i	9.2%	-2.4%	-0.5%

Not all compounds are listed. The share of hits here may be higher or lower than overall.
